MBD2 DNA inh: blocks human MBD2 binding to methylated DNA. Q9UBB5. TR-FRET, MBD2 binding to methylated oligonucleotide. inhibition, % at 4.4 µM. actives 0.31% (n = 370,000); in the data active = inhibition above about 13%
TCR CD3 inh: blocks the human TCR-CD3 interaction | inhibition, % at 9.4 µM | AID 651800 | TAMRA-labeled TCR probe fluorescence, biochemical | actives 0.37% (n = 360,000); in the data active = inhibition above about 19%;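 note: recombinant mutant TCR 2C K166C tagged with TAMRA read by polarization; 0% = receptor in buffer alone and 100% = receptor with positive control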
rCAG binder: molecules binding r(CAG) RNA repeats. r(CAG) RNA repeat, TO-PRO-1 dye displacement fluorescence. inhibition, % at 3 µM. actives 1.3% (n = 370,000). AID 651821;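 active = inhibition above the plate cutoff, the mean of all test compounds on that plate plus 3 SD, cut at about 35% in these data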;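 note: 0% = DMSO alone and 100% = 100 µM mitoxantrone as full dye displacement; higher means more dye released from RNA so lower well fluorescence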
LEDGF integ inh: blocks HIV-1 LEDGF/p75-dependent DNA integration; inhibition, % at 3.7 µM; actives 0.64% (n = 370,000); TR-FRET IN-LEDGF/p75 DNA integration, Eu/Cy5;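 active = inhibition above the screen-wide mean plus 3 SD, cut at about 13% in these data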;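 note: signal is the Cy5 over europium emission ratio at 671 and 618 nm; 0% = plate median of compound wells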
UHRF1 binding: UHRF1 methyl-DNA binding inhibition | Q96T88 | UHRF1 binding to methylated oligo, TR-FRET | inhibition, % at 4.4 µM | actives 0.75% (n = 370,000) | AID 687016; in the data active = inhibition above about 21%;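 note: UHRF1 SRA domain binding a hemimethylated CpG hairpin DNA probe; 0% = median of test compound wells and 100% = reference inhibitor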
NR1D1 modulator: Rev-erb alpha (human) modulation | P20393 | Rev-erbα–FITC-DNA binding, fluorescence polarization, 90 min | actives 0.79% (n = 370,000) | AID 1259318 | activity, % at 10 µM;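 active = activity above about 14%, limit read from the data; passing the limit was not always enough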;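 note: 0% = DMSO wells with 35 nM protein and 100% = DMSO wells with 750 nM protein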
Target sequence (P20393 whole entry, looked up): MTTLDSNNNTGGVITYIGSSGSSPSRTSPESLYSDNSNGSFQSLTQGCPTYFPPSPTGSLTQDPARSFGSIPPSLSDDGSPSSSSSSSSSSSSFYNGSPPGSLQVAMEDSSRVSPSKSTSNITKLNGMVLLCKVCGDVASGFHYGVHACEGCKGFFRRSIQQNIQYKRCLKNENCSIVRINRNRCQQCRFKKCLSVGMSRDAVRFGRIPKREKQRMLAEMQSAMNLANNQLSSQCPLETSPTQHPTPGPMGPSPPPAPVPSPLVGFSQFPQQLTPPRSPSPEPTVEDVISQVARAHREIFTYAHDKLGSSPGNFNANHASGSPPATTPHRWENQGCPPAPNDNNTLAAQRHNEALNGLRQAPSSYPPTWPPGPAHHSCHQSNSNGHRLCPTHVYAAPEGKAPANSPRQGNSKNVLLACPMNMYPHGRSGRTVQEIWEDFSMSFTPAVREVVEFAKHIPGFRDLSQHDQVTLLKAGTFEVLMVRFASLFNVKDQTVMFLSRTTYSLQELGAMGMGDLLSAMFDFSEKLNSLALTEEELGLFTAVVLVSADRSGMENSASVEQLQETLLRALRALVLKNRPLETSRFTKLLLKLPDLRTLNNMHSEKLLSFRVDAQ
PRMT1 inh: PRMT1 (human) inhibition, primary screen. inhibition, % at 2.79 µM. actives 1.3% (n = 370,000). Q99873. recombinant PRMT1, activity-based probe fluorescence polarization. AID 652257;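 active = inhibition above about 21% made by adding two undisclosed values, limit read from the data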
Target sequence (Q99873 whole entry, looked up): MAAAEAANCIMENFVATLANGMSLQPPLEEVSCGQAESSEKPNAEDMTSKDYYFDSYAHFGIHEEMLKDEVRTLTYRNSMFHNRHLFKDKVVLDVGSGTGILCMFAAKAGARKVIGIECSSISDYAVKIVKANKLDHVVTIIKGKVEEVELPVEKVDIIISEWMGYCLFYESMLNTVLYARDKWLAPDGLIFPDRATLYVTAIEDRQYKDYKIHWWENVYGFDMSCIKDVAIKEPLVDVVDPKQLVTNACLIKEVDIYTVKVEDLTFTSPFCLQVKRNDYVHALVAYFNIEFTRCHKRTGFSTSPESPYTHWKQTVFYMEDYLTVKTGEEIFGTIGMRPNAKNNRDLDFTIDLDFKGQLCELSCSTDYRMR
mABHD4 FP: ABHD4 (mouse) inhibition, primary FP screen. Q8VD66. inhibition, % at 8.92 µM. actives 0.54% (n = 370,000). AID 720543. purified mABHD4, FP-Rh probe fluorescence polarization;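 active = inhibition exceeding the mean over every tested compound plus 3 SD, cut at about 30% in these data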;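 note: 0% = plate median of compound wells and 100% = S159A mutant with DMSO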
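system = mouse ABHD4 enzyme, wild type | medium = HEPES pH 7.0, NaCl, Pluronic buffer | also added = FP-Rh probe | incubation = Enzyme–compound pre-incubation 45 min, then probe 60 min, both 25 °C | technique = fluorescence polarization, excitation 525 nm, emission 598 nm, BODIPY TMR filters | controls = S159A mutant high control, sample median low control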
PG9 binder: PG9 antibody binding by small molecule | TR-FRET gp120-PG9 antibody binding | inhibition, % at 6.7 µM | actives 0.43% (n = 360,000); in the data active = inhibition above about 8.5%
HTRA1 inhibitor: blocks human HTRA1 serine peptidase. Q92743. inhibition, % at 5.96 µM. actives 0.5% (n = 340,000). recombinant HTRA1, FP-rhodamine activity-based probe, fluorescence polarization; in the data active = inhibition above about 36%;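 note: 0% = enzyme with DMSO and 100% = wells lacking enzyme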
* marks the source's active call; other numbers are inactive results; / = not tested or not shown; & = joins results of further samples. Some of the compounds tested, so the mix of outcomes need not match the whole.

SMILES | MBD2 DNA inh | TCR CD3 inh | rCAG binder | LEDGF integ inh | UHRF1 binding | NR1D1 modulator | PRMT1 inh | mABHD4 FP | PG9 binder | HTRA1 inhibitor
CN1CCN(C(=O)C2CCN(S(=O)(=O)c3cnc[nH]3)CC2)CC1 | 1.1 | -3.2 | -2.9 | -1.4 | 1.4 | 1.9 | -0.4 | 1.7 | 0.6 | 6.6
Cc1ccc(Nc2nc(Oc3ccc(OCc4ccccc4)nn3)nc(N3CCOCC3)n2)cc1 | 3.8 | 3.1 | -2.7 | 1.0 | -2.4 | 6.5 | -4.3 | -14.6 | -0.3 | -12.3
CC(C)(C)NC(=O)NC(=O)COC(=O)CNS(=O)(=O)/C=C/c1ccccc1 | 3.9 | 3.3 | -3.7 | 1.0 | -0.4 | 0.1 | -1.0 | -6.9 | 1.4 | -5.7
COc1ccc(N(CC(=O)NC2CC2)S(=O)(=O)c2ccccc2)cc1 | 2.3 | -1.7 | -1.7 | -3.7 | 0.7 | 3.8 | 3.3 | 0.0 | 0.0 | -6.0
O=C(Nc1ccc(-n2cccc2)cc1)C1CC1 | -6.4 | 9.6 | -0.1 | 2.0 | -1.2 | 2.1 | -4.8 | -9.7 | -0.5 | 3.9
C[C@H](NC(=O)c1ccccc1Cl)C(=O)OCCOc1ccc(Cl)cc1 | -2.8 | -2.0 | -3.4 | 3.2 | 2.7 | -4.5 | -2.0 | -5.9 | 0.2 | 7.6
CC1(C(=O)O)CCN1C(=O)/C=C/c1ccccc1 (stereo not drawn) | 6.2 | -10.4 | -0.6 | -3.0 | -2.0 | 2.4 | 5.1 | 12.9 | -0.9 | /
Cc1ccc(C(=O)NCCn2cc(SCC(=O)N3CCOCC3)c3ccccc32)cc1 | 1.2 | 1.6 | -0.8 | 2.5 | -0.8 | -3.4 | -2.6 | 5.7 | -0.3 | 6.5
Cc1cc(C)nc(/N=C(\N)N2CCc3ccccc32)n1 | -3.7 | 4.0 | -1.7 | 1.3 | 8.6 | -1.1 | -5.3 | 3.1 | 1.1 | 4.7
O=S(=O)(Nc1ccc(Cl)cc1)c1ccc2c(c1)CCO2 | -6.2 | 1.5 | 7.2 | 3.0 | 0.4 | -2.2 | -6.1 | -13.9 | 1.1 | -6.9
O=C(COc1ccc([N+](=O)[O-])cc1Cl)N1CCOCC1 | -7.3 | 3.7 | -2.1 | 1.8 | -0.3 | 1.9 | -3.7 | -2.2 | -3.0 | 4.6
COc1ccc(C(C)=O)cc1CSc1nc2ccccc2o1 | 1.1 | -9.8 | 0.0 | -2.0 | -0.2 | 3.3 | 2.5 | 0.1 | -0.5 | -1.6
CSc1ccccc1NC(=O)Nc1cccc(Cl)c1 | -4.0 | 9.5 | 6.8 | 4.7 | -1.2 | -0.4 | 0.2 | -27.3 | -1.1 | -48.8
COC(=O)c1ccc(Cn2cnc3c(N)ncnc32)cc1 | 1.0 | 1.4 | 1.2 | 3.2 | -0.1 | -4.3 | -3.6 | -0.9 | -1.9 | 4.9
COc1ccc(N2CC(C(=O)OCC(=O)Nc3cc(C)on3)CC2=O)cc1 (stereo not drawn) | 19.6* | 16.1 | 6.0 | 3.0 | 41.1* | 0.3 | 2.7 | -2.5 | 0.1 | 0.4
C=C1C(=O)OC2CC1C(OC(C)=O)CC(C)=CCCC(C)=CCCC2(C)O (stereo not drawn) | 1.4 | -1.5 | -4.7 | -3.1 | -0.2 | 1.6 | -1.6 | -0.1 | 0.7 | /
CCc1nc2ccc(C(=O)NCCCN3CCCC3=O)cn2c1N(C)C(=O)COc1ccccc1 | 0.2 | -2.3 | 1.7 | -0.8 | 2.0 | -1.2 | 0.7 | -0.2 | -0.8 | /
CCOC(=O)c1ccc(NC(=O)c2nc[nH]c2C(=O)N2CCN(C(=O)OC(C)(C)C)CC2)cc1 | 1.3 | 3.3 | -4.2 | 0.2 | -3.5 | 0.5 | -1.0 | 5.3 | -4.5 | /
O=[N+]([O-])c1ccc(N2CCN(C(=S)Nc3ccc(F)cc3F)CC2)cc1 | -11.9 | 1.6 | 4.3 | -3.0 | -6.1 | -3.6 | -1.6 | -2.8 | 0.4 | -27.1
COc1c2c(cc3c1C(CC(O)Cc1ccccc1)N(C)CC3)OCO2 (stereo not drawn) | -2.6 | -3.6 | -4.9 | 1.9 | -0.4 | -3.2 | -6.2 | 10.0 | -1.3 | 3.2
COc1cc(NC(=O)C2CC(=O)NC3=C2C(=O)CCC3)c(OC)cc1Cl (stereo not drawn) | -0.4 | -4.4 | -2.4 | 1.9 | -3.7 | 0.6 | -3.4 | 2.2 | 0.2 | 3.3
NS(=O)(=O)c1ccc(CCNC(=O)c2ccc(Cl)s2)cc1 | 1.4 | -5.2 | 6.3 | -1.7 | 5.3 | 2.9 | 9.3 | -11.1 | 1.8 | -3.1
CC(=O)Nc1ccc(C(=O)OCC(=O)N2CCCC2=O)cc1 | 5.0 | 4.4 | -0.2 | 1.5 | 7.4 | 5.9 | -4.8 | 3.7 | -0.4 | -1.4
Cc1ccccc1NCc1ccc([N+](=O)[O-])s1 | -5.8 | -0.5 | -2.2 | 4.3 | -0.9 | -3.7 | -1.6 | -5.9 | -1.5 | 1.7
O=C(CSc1cccc[n+]1[O-])Nc1cc(Cl)ccc1[N+](=O)[O-] | -1.5 | 0.2 | 0.6 | -1.7 | 2.5 | 3.4 | 4.4 | 5.3 | -0.3 | 1.5

The last 3 entries of the section above are carried over, then new ones follow.
SMILES | MBD2 DNA inh | TCR CD3 inh | rCAG binder | LEDGF integ inh | UHRF1 binding | NR1D1 modulator | PRMT1 inh | mABHD4 FP | PG9 binder | HTRA1 inhibitor
CC(=O)Nc1ccc(C(=O)OCC(=O)N2CCCC2=O)cc1 | 5.0 | 4.4 | -0.2 | 1.5 | 7.4 | 5.9 | -4.8 | 3.7 | -0.4 | -1.4
Cc1ccccc1NCc1ccc([N+](=O)[O-])s1 | -5.8 | -0.5 | -2.2 | 4.3 | -0.9 | -3.7 | -1.6 | -5.9 | -1.5 | 1.7
O=C(CSc1cccc[n+]1[O-])Nc1cc(Cl)ccc1[N+](=O)[O-] | -1.5 | 0.2 | 0.6 | -1.7 | 2.5 | 3.4 | 4.4 | 5.3 | -0.3 | 1.5
Cn1c(NCCN2CCCC2)nc2cc(-c3ccccc3)sc2c1=O | 6.0 | -3.3 | 8.9 | -3.4 | -2.2 | -1.6 | -1.4 | 3.8 | -0.9 | /
O=C1Oc2ccccc2C2(O)C3CCCCCC3C12 (stereo not drawn) | 1.1 | -7.7 | 3.0 | 0.9 | 2.5 | -6.8 | 3.4 | -15.5 | 2.2 | 2.7
Cc1ccc(NC(=S)N(CCCN2CCC(C)CC2)Cc2ccco2)cc1 | 0.3 | 3.6 | -6.0 | -4.6 | 4.4 | -5.5 | 4.3 | -2.6 | -0.2 | 2.0
COc1ccc(/C=N/NC(=O)c2ccc(NC(=O)c3cccc([N+](=O)[O-])c3)cc2)c(C(=O)O)c1OC | 2.0 | 2.0 | 18.0 | 2.6 | 1.0 | -5.8 | -6.2 | -7.5 | -4.0 | -9.5
O=C(CSc1nnc(COc2ccccc2Cl)o1)NC(=O)NCc1ccco1 | 7.2 | 13.0 | 5.4 | 0.7 | 8.6 | -13.4 | -0.6 | -2.4 | 1.1 | -10.5
CCCCC(O)(c1ccc(CC)cc1)C(CN1CCOCC1)c1ccccc1 (stereo not drawn) | -2.5 | -1.1 | -8.9 | -3.8 | 1.3 | 1.4 | -1.1 | 4.6 | -0.4 | -16.1
CCCNC(=O)N1CCCC(C(=O)c2cccc(Cl)c2)C1 (stereo not drawn) | 6.1 | -7.2 | -3.1 | -3.0 | 4.7 | 6.0 | 3.7 | -0.5 | -0.9 | 2.2
O/N=C/c1cc(Br)ccc1OCc1cccc(F)c1 | -0.9 | 4.7 | 5.7 | 3.3 | -0.9 | 0.5 | -0.1 | -54.1 | -1.3 | -20.7
CN1CCC(N(C)C(=O)/C(C#N)=C\c2ccc(OC(F)F)cc2)CC1 | 3.7 | 5.4 | 2.8 | -2.3 | -1.0 | 1.1 | -2.7 | 3.0 | -0.7 | -0.7
CCN1CCN(Cc2ccc(NC(=O)c3cc(NC(=O)C(=O)c4c[nH]c5ccccc45)cc(OC)c3)cc2C(F)(F)F)CC1 | -6.4 | 10.9 | 14.8 | -1.5 | 1.4 | 0.3 | 0.1 | -73.5 | -1.4 | -127.7&-121.9
CC(=O)Nc1ccc(S(=O)(=O)N2CCOCC2)cc1 | -4.5 | 2.7 | 0.9 | -1.4 | 0.2 | 2.5 | 1.7 | -1.0 | 0.7 | 4.3
CCOc1cc(C(C#N)N2CCOCC2)ccc1OC (stereo not drawn) | -3.4 | 6.0 | -0.3 | 1.5 | -0.8 | -7.3 | 1.4 | 2.1 | -1.3 | -7.6
C[C@@H]1NC(=O)[C@@]2(C)[C@@H](c3ccccc3)[C@H]3COc4ccc(Cl)cc4[C@@H]3N2C1=O | 0.5 | 0.1 | -5.1 | 6.8 | -2.1 | 3.3 | -2.4 | -3.7 | 0.0 | 4.0
O=S(=O)(c1ccccc1)N1CCN(Cc2ccccc2)CC1 | 3.5 | -3.4 | -1.9 | -3.3 | 2.1 | -3.2 | 1.3 | -1.9 | 0.2 | 3.6
COc1ccc(C2C(C#N)=C(N)N(c3ncn[nH]3)C3=C2C(=O)CCC3)cc1 (stereo not drawn) | 3.7 | 2.4 | 10.5 | 1.5 | -2.8 | 0.9 | -0.2 | 2.9 | -0.3 | -2.7
CCOC(=O)c1ccc(N2C(=O)CC(Sc3ncccn3)C2=O)cc1 (stereo not drawn) | -1.6 | -6.9 | 2.2 | 0.1 | 2.9 | -4.6 | 21.4* | -3.3 | 0.8 | -1.0
Cc1cccc(C)c1NC(=O)CNC(=O)C(C)N1CCN(c2cccc(Cl)c2)CC1 (stereo not drawn) | -2.6 | -0.5 | -2.5 | 5.2 | 0.8 | 5.9 | -5.0 | -11.6 | -2.2 | 4.5
Cc1ccccc1NCc1nc2ccccc2n1C | 3.4 | 1.5 | -2.0 | -1.5 | -3.9 | 2.5 | 0.7 | 0.2 | 0.1 | 1.2
CC(Nc1ccc(S(=O)(=O)N2CCN(C)CC2)cc1[N+](=O)[O-])c1ccccc1 (stereo not drawn) | -1.4 | 5.0 | 0.8 | 3.1 | -1.2 | -2.9 | 1.7 | -0.1 | -2.7 | -6.0
Cc1ccc(Cc2c(-c3ccccc3)nc3c(Cl)cc(C(F)(F)F)cn23)cc1 | 2.6 | 4.7 | 11.2 | 20.2* | 0.9 | 4.3 | -2.0 | -13.6 | -1.6 | /
CC1CCCCC12NC(=O)N(CC(=O)NCCc1ccc(F)cc1)C2=O (stereo not drawn) | -2.6 | -5.4 | 0.1 | 2.6 | 5.2 | -0.2 | -3.0 | -3.6 | -4.2 | -7.5
O=C(CSc1nnc(-c2cccs2)o1)OC1CCCCC1 | 1.9 | 0.2 | -6.7 | -2.1 | 0.2 | 1.1 | 1.2 | 0.9 | -3.0 | 0.3
Cc1nn(-c2ccccc2)c(C)c1NC(=O)COc1ccccc1C#N | -1.4 | 0.2 | 6.3 | -2.5 | 1.3 | -2.5 | -0.5 | -3.5 | 1.5 | -0.2

Single entries from above.
Under UHRF1 binding, CCOC(=O)c1ccc(N2C(=O)CC(Sc3ncccn3)C2=O)cc1 (stereo not drawn) reads 2.9
Under PRMT1 inh, O=S(=O)(c1ccccc1)N1CCN(Cc2ccccc2)CC1 reads 1.3
